GoLoco inh red: qHTS Assay for Inhibitors of RGS12 GoLoco Motif Activity (Red Fluorophore). 0.44% of 230,000 active. Potency, µM (titrated, usually from 61.6 µM), for inactives: at the top dose activity, negative = inhibition, hits mostly inhibitors. Guanine nucleotide-binding protein G(i) subunit alpha-1 (Homo sapiens), P63096. Gai1:RGS12 GoLoco peptide FP, rhodamine, 10 min; active = well fitted inhibition curve with a large enough effect, not every such curve was filed as active; inactive = no such curve, though single readings can be large or run the other way; also: % is scaled to controls: 0 for no effect and ±100 for the full control effect; nearly all actives have a fitted effect of over 30% in size; many of its hits are not listed in these tables
Target sequence (P63096 whole entry, looked up): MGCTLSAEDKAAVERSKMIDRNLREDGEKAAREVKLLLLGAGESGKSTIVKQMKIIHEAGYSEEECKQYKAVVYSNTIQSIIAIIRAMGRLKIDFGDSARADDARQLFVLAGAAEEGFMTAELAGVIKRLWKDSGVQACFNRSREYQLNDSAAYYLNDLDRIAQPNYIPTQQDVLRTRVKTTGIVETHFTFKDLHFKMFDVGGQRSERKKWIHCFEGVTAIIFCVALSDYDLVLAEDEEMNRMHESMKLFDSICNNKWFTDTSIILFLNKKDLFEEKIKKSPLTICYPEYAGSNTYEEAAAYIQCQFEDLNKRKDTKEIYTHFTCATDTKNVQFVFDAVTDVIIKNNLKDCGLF
SMN2 splice up: qHTS Assay for Enhancers of SMN2 Splice Variant Expression; HEK293 SMN2-luciferase splicing reporter, luminescence, 30-36 h; 2.8% of 210,000 active; AID 1458, 2008; Potency, µM (top dose mostly 46.1 µM), without a hit: at the top dose activity change, positive = activation, usual class: activators; also: % of control where 0% means no effect; nearly all actives have a fitted effect of over 55% in size
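HEK293 cells carry an SMN2 minigene-luciferase reporter in which exon 7 inclusion puts luciferase in frame. Cells were seeded at 2000 cells/well, attached for 10-12 hours, then exposed to compounds for 30-36 hours at 37C before ONE-Glo luminescence.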
RECQ1 helicase: qHTS Assay for Inhibitors of RecQ-Like Dna Helicase 1 (RECQ1); 0.54% of 240,000 active; AID 2549, 2010; Potency, µM (titrated, usually from 57.3 µM), for inactives: top-dose activity, negative = inhibition, most hits filed as inhibitors; ATP-dependent DNA helicase Q1 (Homo sapiens), P46063; RECQ1 DNA unwinding, red fluorescence kinetic read;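 also: plate controls were vehicle for no effect and no enzyme for full effect; nearly all actives have a fitted effect of over 30% in size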
Target sequence (P46063 whole entry, looked up): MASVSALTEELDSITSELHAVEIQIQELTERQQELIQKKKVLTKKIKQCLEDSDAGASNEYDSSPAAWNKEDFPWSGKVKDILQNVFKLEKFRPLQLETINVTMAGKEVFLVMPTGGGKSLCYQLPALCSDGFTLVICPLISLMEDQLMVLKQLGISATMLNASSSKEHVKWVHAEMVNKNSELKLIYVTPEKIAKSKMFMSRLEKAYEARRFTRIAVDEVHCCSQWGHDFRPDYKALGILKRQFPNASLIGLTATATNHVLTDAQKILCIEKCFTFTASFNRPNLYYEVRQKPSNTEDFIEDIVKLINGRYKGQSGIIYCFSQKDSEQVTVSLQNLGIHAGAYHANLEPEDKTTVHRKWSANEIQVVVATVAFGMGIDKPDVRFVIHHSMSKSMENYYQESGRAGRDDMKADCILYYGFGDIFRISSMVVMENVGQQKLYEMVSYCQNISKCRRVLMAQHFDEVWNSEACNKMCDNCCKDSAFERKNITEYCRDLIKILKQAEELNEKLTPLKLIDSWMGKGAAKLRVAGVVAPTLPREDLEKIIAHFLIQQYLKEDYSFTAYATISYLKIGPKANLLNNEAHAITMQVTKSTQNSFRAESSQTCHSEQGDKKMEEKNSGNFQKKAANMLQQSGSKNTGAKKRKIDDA
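RECQ1T1 50 nM; forked duplex (20 bp + 30-nt ss tails) 200 nM, ATP 2 mM final; pH 8.0, 2 mM MgCl2, 2.5 ug/ml poly(dI-dC); 15 min compound preincubation; discontinuous kinetic read over 2 h at RT.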
IMPase Li inh: qHTS Assay for Identifying the Cell-Membrane Permeable IMPase Inhibitors: Potentiation with Lithium. CHO-M1 cells, IP1 TR-FRET (IP-One), carbachol + lithium. 0.35% of 210,000 active. Potency, µM (doses to about 59.4 µM), inactives show at the top dose activity, negative = IMPase inhibition, hits mostly inhibitors;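 also: IP1 builds up when IMPase is blocked and the TR-FRET signal falls; plate controls were basal vehicle for no effect and high inhibitor control for full effect; nearly all actives have a fitted effect of over 50% in size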
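Test compounds were applied to CHO-M1 cells previously cultured for 16–30 h at 2000 per well. A small lithium amount accompanied them; after 30 min at 37C, IP1 was quantified by TR-FRET.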
Luc counter: Counterscreen for Luciferase (Kinase-Glo TM) Inhibition; Potency, µM (titrated, usually from 38.3 µM), without a hit: top-dose activity change, negative = inhibition, hits mostly inhibitors; Luciferin 4-monooxygenase (Photuris pensylvanica), Q27757; 0.28% of 200,000 active; AID 1379, 2008; Kinase-Glo luciferase, ATP luminescence, 8 min; also: % is scaled to controls: 0 for no effect and ±100 for the full control effect; nearly all actives have a fitted effect of over 60% in size
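Compound is pinned into ATP-containing buffer (10 uM ATP, imidazole pH 7.2, 7 mM MgCl2). Kinase-Glo luciferase reagent is then added. Light output is recorded following an 8-min room-temperature incubation.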
Epigenetic derep: Quantitative High-Throughput Screen for Regulators of Epigenetic Control | Potency, µM (doses to about 53.9 µM), for the others: at the highest dose GFP activation, usual class: activators | AID 1865, 2009 | 0.2% of 280,000 active | murine LDR cells, GFP reporter derepression, 30 h; also: % of control where 0% means no effect; nearly all actives have a fitted effect of over 60% in size
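Readout is the number of GFP-expressing murine LDR cells, counted by cytometry following washing. Cells were treated with compound for 30 h at 37 C; the stably integrated CMV-GFP locus is normally silent.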
NPSR antag: qHTS Assay for Antagonists of the Neuropeptide S Receptor: cAMP Signal Transduction | Q6W5P4 | CHO-NPSR cells, cAMP TR-FRET, antagonist mode | Potency, µM (titrated, usually from 38.3 µM), for the others: top-dose activity change, negative = inhibition, hits mostly inhibitors | 1% of 220,000 active; also: % is scaled to controls: 0 for no effect and ±100 for the full control effect; nearly all actives have a fitted effect of over 50% in size; many of its hits are not listed in these tables
KDM4E inh: qHTS Assay for Inhibitors of Human Jumonji Domain Containing 2E (JMJD2E). Lysine-specific demethylase 4E (Homo sapiens), B2RXH2. JMJD2E catalytic domain, FDH-coupled NADH fluorescence (FDH is formaldehyde dehydrogenase). Potency, µM (titrated, usually from 57.1 µM), for inactives: top-dose activity change, negative = inhibition, actives largely listed as inhibitors. 1.6% of 230,000 active. AID 2147, 2009; active = well fitted inhibition curve with a large enough effect, not every such curve was filed as active; inconclusive = small, poorly fitted or top-dose-only effect, or another doubt; inactive = no such curve, though single readings can be large or run the other way;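 also: 0% = wells with enzyme and -100% = buffer wells without enzyme; nearly all actives have a fitted effect of over 50% in size; many of its hits are not listed in these tables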
Numbers without * were called inactive; i = inactive; ? = inconclusive; · = no result given; [ ] = dose if it differs, or a comment. Unless noted, calls follow the shape of the dose curve; as a rule, active = well fitted curve in the direction sought with a large enough effect; inconclusive = small, poorly fitted or top-dose-only effect, or another doubt; inactive = no such curve, though single readings can be large; an effect the other way counts as inactive or inconclusive. Potency is read from the fitted curve at half-maximal effect.

compound	GoLoco inh red	SMN2 splice up	RECQ1 helicase	IMPase Li inh	Luc counter	Epigenetic derep	NPSR antag	KDM4E inh
COC(=O)c1c(NC(=O)CSc2nnc(-c3ccco3)n2C)sc(C)c1C	9%	-20%	-2%	16%	-6%	-1.2%	?	-1%
CC1N(O)C(c2ccc(Cl)cc2Cl)N(O)C1(C)C (stereo unspecified)	11%	-16%	0%	0%[38.3 µM]	-3%	-3.3%	-15%[46.1 µM]	?
COc1ccc(-c2nn(-c3ccccc3C)cc2CNC(C)Cn2cncn2)cc1F (stereo unspecified)	4%	·	i	0%	1%	1.1%	-7%	-5%
O=C(Nc1cccc2ccccc12)c1nn(C23CC4CC(CC(C4)C2)C3)cc1[N+](=O)[O-]	11%	-19%	-2%	6%[38.3 µM]	-6%	0.0%	?	3%
COc1cc(C2NCCC(=O)C2(C)C)cc(OC)c1OC (stereo unspecified)	4%	-10%	-1%	1%	1%	0.9%	6%	-9%
CCOc1ccc(-n2c(C)cc(C(=O)CCl)c2C)cc1	4%	-44%[inhibitor]	-5%	14%	2%	?	35%	-16%
CCC(=O)N(Cc1cc2cc(OC)ccc2[nH]c1=O)c1cccc(C)c1	-6%	-6%	-10%	3%[38.3 µM]	-3%	0.0%	?	?
Cc1ccc(C(=O)NCC2(c3ccccc3)CCCC2)cc1	4%	-22%	-11%	10%[38.3 µM]	-1%	-0.2%	-23%[46.1 µM]	11%
O=c1[nH]c(=O)c2nc3c4ccccc4c4ccccc4c3nc2[nH]1	10%	·	-2%	21%	-1%	-1.0%	48%	4%
O=C(NC(=O)c1cccc(OC(F)(F)C(F)F)c1)OC1CCS(=O)(=O)C1 (stereo unspecified)	2%	1%	-12%	11%[38.3 µM]	1%	0.4%	-8%[46.1 µM]	1%
O=C(CSc1ccc2nnc(-c3ccncc3)n2n1)NCC1CCCO1 (stereo unspecified)	-2%	·	i	-8%	·	-1.2%	2%	?
CC(C)n1cnnc1SCC(=O)Nc1cccc(S(=O)(=O)N(C)c2ccccc2)c1	9%	·	i	·	·	-1.4%	1%	-20%
O=C(C(Cc1ccc(Cl)cc1)NS(=O)(=O)c1ccccc1)N1CC[C@@]2(O)CCCC[C@H]2C1 (stereo partly specified)	-5%	-2%	i	-10%[38.3 µM]	1%	-0.9%	-10%[46.1 µM]	?
O=C(COc1ccccc1Cl)c1ccc2c(c1)CCCC2	5%	14µM*	-1%	5%[38.3 µM]	-9%	-0.9%	-27%[46.1 µM]	4%
Cc1cc(C)c(C)c(OCC(=O)NCC2CCCO2)c1 (stereo unspecified)	6%	16%	-2%	4%	-2%	0.0%	-7%[46.1 µM]	0%
COC(=O)[C@H](CCSC)NC(=O)NCCC1=CCCCC1	9%	14%	9%	0%[38.3 µM]	0%	-1.0%	-4%[46.1 µM]	-2%
CCCCn1nnc(NC(=S)NC(=O)c2ccc(-c3cccc(Cl)c3Cl)o2)n1	·	·	-8%	·	·	-0.9%	-1%[46.1 µM]	2%
CCN1CCN(C(C(=O)NC2CCCC2)c2ccc(Cl)cc2)CC1 (stereo unspecified)	9%	21%	-6%	19%[38.3 µM]	0%	1.7%	14%[46.1 µM]	4%
O=c1c(-c2ccc(F)cc2)nc2cnc(Nc3ccccc3)nc2n1C1CC1	2%	0%	-6%	-1%	-1%	·	·	·
CC(C)(C)C1(O)CC(C(F)(F)F)=NN1C(=O)CCc1ccccc1 (stereo unspecified)	25%	10%	i	12%	-3%	-1.1%	-24%	-3%
CN(C)C(=O)CSc1nnc(CCCCCNC(=O)OC(C)(C)C)o1	1%	3%	i	-1%[38.3 µM]	-2%	0.7%	7%[46.1 µM]	6%
CSc1nsc(SC)c1C(=O)Nc1ccc(C(C)(C)C)cc1	5%	·	-11%	·	·	8.7%	?	-4%
O=S(=O)(Nc1cccc(CCc2ccccn2)c1)c1ccc(Cl)cc1	-1%	·	i	·	·	0.1%	25%	2%
COc1ccc(S(=O)(=O)Nc2ccc(F)c(Cl)c2)cc1OC	-9%	-15%	-11%	?	10%	-0.7%	?	-1%
CCOC(=O)c1cccc(N2C(=O)C3C(C2=O)C2C=CC3C23CC3)c1 (stereo unspecified)	5%	-32%[inhibitor]	i	21%[38.3 µM]	22%	0.1%	18%[46.1 µM]	12%
c1ccc2[nH]c(CN3CCCCCC3)nc2c1	11%	-3%	3%	11%[38.3 µM]	1%	0.9%	10%[46.1 µM]	-2%
COC(=O)c1sccc1-n1cccc1C(=O)C(=O)N1CCCCC1	-25%	11%	-1%	28%[38.3 µM]	3%	0.6%	-6%[46.1 µM]	-6%
COc1ccc(-n2c(C)nc3c(cnn3-c3ccc(C)c(C)c3)c2=O)cc1	5%	-22%	-9%	10%[38.3 µM]	1%	0.8%	?	-9%
O=C(Nc1ccc2c(c1)CCC2)c1ccc(F)cc1	-1%	2.2µM*	-7%	9%	-3%	-1.0%	4%	9%
CON1C(=O)CN(C(C)=O)C1c1ccc(Cl)cc1Cl (stereo unspecified)	-4%	?	6%	19%[38.3 µM]	-4%	-1.0%	-2%[46.1 µM]	-2%

(further entries)
compound	GoLoco inh red	SMN2 splice up	RECQ1 helicase	IMPase Li inh	Luc counter	Epigenetic derep	NPSR antag	KDM4E inh
c1ccc2[nH]c(SCCN3CCOCC3)nc2c1	-11%	0%	0%	-4%[38.3 µM]	-4%	-0.3%	0%[46.1 µM]	3%
COc1cc(/C=C2/SC(=O)N(Cc3ccccc3)C2=O)ccc1OCc1ccncc1	-8%	-17%	-5%	33%[38.3 µM]	1%	14%	?	1%
Cn1c(=O)c2cc3ccc(Cl)cc3nc2n(C)c1=O	6%	·	i	·	·	0.0%	13%	8%
COc1ccc2cnn(-c3ccc(OC(F)(F)F)cc3)c(=O)c2c1OC	6%	·	12%	·	·	-0.3%	18%	-9%
CC1CCCCN1C(=O)CNCC1CCCO1 (stereo unspecified)	15%	·	13%	8%	-3%	-0.1%	-2%	5%
CCn1cnc2sc(C(=O)Nc3ccc4c(c3)OCO4)c(C)c2c1=O	4%	13µM*	1%	11%[38.3 µM]	-7%	0.0%	-19%[46.1 µM]	10%
CCN(CC)S(=O)(=O)c1ccc(N/N=C/c2cccnc2)nc1	7%	·	-13%	·	·	-2.8%	-9%	-12%
CC(=O)c1cccc(NS(=O)(=O)c2c(C)noc2C)c1	9%	-2%	-12%	-3%[38.3 µM]	-3%	-2.3%	-9%[46.1 µM]	2%
COc1ccc(S(=O)(=O)N2CCOCC2)cc1C(C)C	-15%	-4%	-8%	12%[38.3 µM]	0%	0.0%	-5%[46.1 µM]	-2%
Cn1ccnc1SCC(=O)Nc1ccc2c(c1)OCO2	38%[activator]	?	-3%	-11%	-5%	2.6%	2%	-16%
CC(=O)c1ccc(NC(=O)c2cc(CC(C)C)on2)cc1	3%	0%	7%	25%[38.3 µM]	0%	-0.8%	-14%[46.1 µM]	8%
O=C(O)c1cc(-c2ccc(Cl)cc2)n(-c2ccc(Cl)cc2)n1	11%	-33%[inhibitor]	-9%	7%	1%	1.1%	-36%	0%
C=CCNC(=O)CN1C2CCCC1CC(NC(=O)c1ccccc1C)C2 (stereo unspecified)	4%	3%	8%	3%	6%	1.7%	7%[46.1 µM]	5%
COc1ccc(S(=O)(=O)N2CCC3(CC2)OCCO3)cc1	-1%	7%	0%	7%	-4%	-0.4%	6%	14%
CCOC(=O)c1ccc(Nc2nnc(C)c3ccccc23)cc1	-2%	·	-9%	·	·	2.0%	-12%	-19%
CCC1=[N+](CC(=O)c2ccc(C)cc2)CCn2cccc21	33%[activator]	?	i	1%	1%	-1.1%	5%	-6%
O=C(O)c1ccc([N+](=O)[O-])c(P(=O)(O)O)c1	3%[14.2 µM]	-19%[9.22 µM]	·	-14%	-1%[7.66 µM]	·	·	·
COc1cc(-c2noc(CCCC(=O)NC3CCCCC3)n2)cc(OC)c1OC	6%	10%	5%	33%[38.3 µM]	-4%	-1.0%	-6%[46.1 µM]	2%
Cc1ccc2nc(C)c(C(=O)NN=C3CCN(C)CC3)n2c1	18%	7%	19%	1%	1%	4.5%	15%	3%
CC12CC(NC(=O)N1c1cccc(C(=O)NCc3ccc4c(c3)OCO4)c1)c1cc(Cl)ccc1O2 (stereo unspecified)	2%	-5%	-10%	20%[38.3 µM]	5%	7.9%	-19%[46.1 µM]	-7%
Cc1nn(C)cc1/C=N/NC(=O)c1sc2ccccc2c1Cl	29%	3%	-5%	14%[38.3 µM]	-2%	2.8%	2%[46.1 µM]	2%
Cn1c(SCC(=O)N2CCN(Cc3ccccc3)CC2)nnc1-c1ccncc1	7%	33%	i	0%[38.3 µM]	-1%	-1.0%	-1%[46.1 µM]	2%
Cc1noc(NS(=O)(=O)c2ccc(NC(=O)C34CC5CC(C3)CC(n3cnc(Br)n3)(C5)C4)cc2)c1C	7%	10%	i	-5%	4%	-1.9%	14%	0%
CCCOc1ccc(/C(O)=C2/C(=O)C(=O)N(CCCn3ccnc3)C2c2ccco2)cc1 (stereo unspecified)	-5%	11%	-6%	-22%[38.3 µM]	-1%	-0.2%	?	-1%
O=C(CCC(=O)Nc1cccc(Cl)c1)N/N=C/c1cc([N+](=O)[O-])ccc1O	4%	28%	-14%	-8%	0%	0.0%	-27%	18µM*
N#C/C(=C\c1c(Cl)cccc1Cl)c1nc2ccccc2[nH]1	5%	·	25%	·	·	-0.3%	?	?

A portion of the library; the hit share may differ from the screen's.
